Keap1 Nrf2 FP: Keap1-Nrf2 (human) interaction inhibition; Keap1 Kelch-Nrf2 peptide fluorescence polarization, 1536-well; 340,000 compounds, 0.15% hits; Q14145; inhibition, % at 9.4 µM; in the data active = inhibition above about 12%;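 also: human Keap1 Kelch domain with fluorescein labeled Nrf2 9mer peptide probe; 0% = neutral control wells and 100% = peptide positive control; higher means more block of Keap1 binding to Nrf2 peptide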
Arrestin-AP2 inh: inhibitors of human beta-arrestin and AP2 interaction; FITC-arrestin peptide / GST-AP2 beads, flow cytometry; AP2 beta2 appendage carries R879A mutation; 340,000 compounds, 0.31% hits; inhibition, % at 10 µM;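 active = inhibition above a set limit, near 3 SD of compounds lacking own fluorescence, cut at about 54% in these data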;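 also: plate controls were DMSO wells for no effect and 5 µM unlabelled arrestin peptide for full effect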
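System: GST-tagged AP2 beta2-adaptin appendage (R879A) on 4 µm glutathione beads / Reagent: FITC-arrestin peptide, 50 nM / Detection: HyperCyt-sampled flow cytometry, FL1 channel, ex 488/em 535 nm / Timing: 12 min plus 1 h, RT / Buffer or medium: PBS plus Tween 20 (0.05%) and BSA (0.1%)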
DAGLB inhibitor: diacylglycerol lipase beta (human) inhibition; HEK293T DAGLB membrane lysate, EnzChek fluorogenic substrate; Q8NCG7; inhibition, % at 5.17 µM; 340,000 compounds, 0.059% hits; in the data active = inhibition above about 34%;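 also: 0% = enzyme with vehicle and 100% = wells lacking enzyme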
Target sequence (Q8NCG7 whole entry, looked up): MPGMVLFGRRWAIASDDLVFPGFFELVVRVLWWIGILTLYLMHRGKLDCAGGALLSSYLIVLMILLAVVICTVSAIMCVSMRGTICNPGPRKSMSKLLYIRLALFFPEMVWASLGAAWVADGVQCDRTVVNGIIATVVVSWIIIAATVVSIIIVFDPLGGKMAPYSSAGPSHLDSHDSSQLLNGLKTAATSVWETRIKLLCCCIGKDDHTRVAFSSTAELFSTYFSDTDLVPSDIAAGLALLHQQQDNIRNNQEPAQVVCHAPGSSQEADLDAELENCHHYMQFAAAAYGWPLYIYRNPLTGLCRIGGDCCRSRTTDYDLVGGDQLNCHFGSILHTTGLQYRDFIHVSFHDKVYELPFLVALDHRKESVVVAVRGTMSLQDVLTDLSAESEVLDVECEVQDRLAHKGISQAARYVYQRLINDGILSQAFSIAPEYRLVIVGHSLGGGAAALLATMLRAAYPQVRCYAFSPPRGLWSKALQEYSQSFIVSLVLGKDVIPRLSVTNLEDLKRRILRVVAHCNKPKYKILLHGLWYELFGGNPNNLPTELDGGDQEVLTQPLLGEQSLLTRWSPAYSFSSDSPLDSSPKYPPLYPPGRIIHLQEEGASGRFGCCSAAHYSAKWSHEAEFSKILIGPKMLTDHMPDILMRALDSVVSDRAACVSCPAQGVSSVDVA
PvdQ inh: blocks Pseudomonas aeruginosa PvdQ acylase activity | inhibition, % at 10 µM | 340,000 compounds, 0.063% hits | purified PvdQ acylase, fluorescence plate reader; in the data active = inhibition above about 30%, passing the limit was not always enough;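 also: 0% = vehicle neutral wells and 100% = reference inhibitor wells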
PKA-R2B activ: activates the human PKA-R2B holoenzyme complex | P22694+P31323 | PKA-R2B holoenzyme dissociation, Cy5-IP20 fluorescence polarization; R2B truncated from residue 108, S112A mutant; 0% DMSO only, 100% 113 µM cGMP | activation, % at 11.4 µM | 340,000 compounds, 0.079% hits;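 active = activation above a cutoff set at the mean over all compounds plus 3 SD, cut at about 18% in these data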;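 also: higher means more holoenzyme dissociation and a rise in polarization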
Target sequence (P31323 whole entry, looked up, other chains not shown, the tested form may be a part): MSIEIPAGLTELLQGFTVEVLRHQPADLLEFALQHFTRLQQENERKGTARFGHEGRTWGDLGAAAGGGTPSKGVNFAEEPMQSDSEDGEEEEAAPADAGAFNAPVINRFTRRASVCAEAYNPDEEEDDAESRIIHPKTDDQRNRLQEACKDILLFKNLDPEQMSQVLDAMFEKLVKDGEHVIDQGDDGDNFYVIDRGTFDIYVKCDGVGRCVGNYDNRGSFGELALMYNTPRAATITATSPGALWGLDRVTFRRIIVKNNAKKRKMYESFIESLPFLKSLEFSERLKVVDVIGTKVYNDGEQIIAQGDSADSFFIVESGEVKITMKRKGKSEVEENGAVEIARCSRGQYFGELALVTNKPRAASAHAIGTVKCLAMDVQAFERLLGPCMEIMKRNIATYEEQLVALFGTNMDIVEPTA
Cardiac RTF inh: cardiac RTF calcium desensitization | P19429+P45379 | IANBD-labeled cardiac RTF, Ca2+ fluorescence | inhibition, % at 7.15 µM | 340,000 compounds, 0.12% hits | AID 493244;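 active = inhibition above the mean inhibition of all tested compounds plus 3 SD, cut at about 17% in these data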;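 also: assay run at fixed EC70 calcium of 1.6 mM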
SR-BI DiI-HDL act: activators of SR-BI mediated HDL lipid uptake; CHO ldlA[mSR-BI] cells, DiI-HDL uptake fluorescence, 3 h; 100 = double the neutral-control signal; activation, % at 12.5 µM; 320,000 compounds, 0.096% hits;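 active = mean replicate activation of at least 60% and every replicate at or above 60%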;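 also: 0% = median plate neutral-control signal and 100% = twice that signal; values of inactives mirror those of a sister screen read the other way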
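Material: SR-BI-overexpressing, LDLR-lacking CHO cells | Dosing: Single compound concentration, delivered by pin transfer | Probe or stimulus: Labelled HDL, 10 µg/mL | Signal: Bottom-read cell fluorescence after medium removal, ex 550/em 595 nm | Schedule: 3 h, 37 °C | Evaluation: HDL uptake via cellular fluorescence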
C-LANA FP: blocks KSHV LANA C-terminal domain binding to DNA; inhibition, % at 9 µM; MBP-C-LANA/FAM-LBS DNA binding, fluorescence polarization; 340,000 compounds, 0.078% hits;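 active = highest replicate inhibition at or above 60% at 9 µM, even if other replicates fall short; inactive = all replicates below 60% inhibition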;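 also: 0% = neutral control wells and 100% = 4 µM acridine orange control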
NSD2 HMT inh: inhibitors of human histone methyltransferase NSD2 | NSD2 peptide methylation, AlphaScreen, 120 min | inhibition, % at 12.5 µM | 310,000 compounds, 0.54% hits | AID 743445; in the data active = inhibition above about 50%
SR-BI DiI inh: inhibitors of mouse SR-BI mediated HDL lipid uptake; ldlA[mSR-BI] CHO cells, DiI-HDL uptake fluorescence, 3 h; inhibition, % at 12.5 µM; 320,000 compounds, 0.96% hits; AID 488896;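 active = mean replicate inhibition of at least 70% and a set share of replicates each scoring 70 or more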;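 also: 0% = median of neutral control wells and 100% = median of positive control wells; values of inactives mirror those of a sister screen read the other way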
The depositor's hits bear a star; · = not tested or not shown. An unsorted share of the library; overall some 2.1% were active at least once.

SMILES	Keap1 Nrf2 FP	Arrestin-AP2 inh	DAGLB inhibitor	PvdQ inh	PKA-R2B activ	Cardiac RTF inh	SR-BI DiI-HDL act	C-LANA FP	NSD2 HMT inh	SR-BI DiI inh
Brc1cccc(CN2CCCCCCC2)c1	-2	-1	1	-6	9	-1	15	-0.7	·	-15
S=C(NC1CCCC1)N1CCN(c2cccc(Cl)c2)CC1	-5	20	-11	11	7	3	-27	-0.4	-2	27
Nc1nnnn1/N=C/c1ccc(Br)cc1	3	-11	1	-2	8	-13	1	1.0	-2	-1
O=C(CNC(=O)Cc1ccccc1)NCC(=O)OCC(=O)c1cccc2ccccc12	3	-1	1	-2	2	-3	5	2.4	·	-5
CCCOC(=O)c1ccc(OCC(O)Cn2c(C)nc3ccccc32)cc1 (configuration not stated)	5	0	0	-13	2	-5	2	0.2	·	-2
COC(=O)[C@H]1C[C@@H]1[C@H](NC(=O)OCc1ccccc1)c1ccccc1	4	8	-3	-10	7	-22	6	0.3	·	-6
CCCC(=O)N1CCN(c2ccc(NC(=O)C(C)(C)C)cc2Cl)CC1	3	14	0	-11	-4	7	-28	0.3	-2	28
O=c1cc(-c2ccccc2)n(S(=O)(=O)c2ccccc2)o1	-5	2	7	14	-8	-12	6	3.0	1	-6
CC1CC(C)CN(Cc2nc3c(c(=O)n(C)c(=O)n3C)n2CCN2CCOCC2)C1 (configuration not stated)	-5	19	1	-10	-6	-2	16	-2.4	0	-16
O=C1CCC[C@@H]2Cc3nc4ccc(O)cc4cc3[C@@H]3CCN1[C@H]23	0	-2	0	-15	-1	-10	18	-1.1	·	-18
Nc1cc([N+](=O)[O-])cc2oc(-c3ccccc3)cc12	-8	-1	37*	4	-10	7	-70	-3.5	1	70*
COC(=O)c1ccc2c(=O)n(CCCCCC(=O)NCCNC(C)=O)c(=O)[nH]c2c1	2	50	1	-5	0	8	1	0.1	-9	-1
N#Cc1ccc(-c2c(-c3ccccc3)ncc3cc(F)ccc23)cc1	1	-1	-4	0	-2	-20	-67	1.4	·	67
C=CCn1c(Cc2c(C)[nH]c3ccccc23)nnc1SCC(=O)NCc1ccc(F)cc1	-3	-1	-2	-9	2	-4	-29	-0.6	-3	29
CC(=O)Nc1ccc(S(=O)(=O)NCC(=O)OCC(=O)Nc2sccc2C(N)=O)cc1	-5	3	-4	-11	1	-5	18	0.3	4	-18
O=C1CSC(=S)N1N=Cc1c(O)ccc2ccccc12	-20	-7	8	-5	-3	-15	-13	-7.1	2	13
O=C(CSc1nc(Nc2ccccc2)nc(N2CCOCC2)n1)Nc1ccc(Br)cc1F	-5	-2	-5	-13	1	2	·	-1.6	-4	17
COc1ccc(N2C3=C(C(=O)CC(C)(C)C3)C(c3ccccc3OC)C3=C2CC(C)(C)CC3=O)cc1	1	-18	-2	-8	-8	-5	8	-2.5	-7	-8
COc1ccc(/C=C(/C#N)S(=O)(=O)c2ccc(C)cc2)cc1	-7	4	0	-8	-9	-6	15	1.4	9	-15
CCN1C(=O)[C@H]2[C@@H](c3ccc(-c4ccc(Cl)c(Cl)c4)c(OC)c3)N[C@@](Cc3ccccc3)(C(=O)OC)[C@H]2C1=O	-7	-4	2	-14	-3	9	-10	-0.3	·	10
O=S(=O)(c1ccccc1)N1CC=C(c2ccccc2)CC1	-1	28	-7	0	4	-2	11	-0.1	1	-11
CC1CCN(C(=O)CN2C(=O)NC(c3ccccc3)(c3ccccc3)C2=O)CC1	-3	0	2	-10	-2	-8	1	2.0	-3	-1
O=C(CC(c1ccccc1)c1cc(Br)ccc1O)NCCCN1CCOCC1 (configuration not stated)	0	-7	-1	-3	-2	-12	-11	-1.4	0	11
O=C(Nc1cccc(O)c1)c1cccc(NC(=O)c2cccs2)c1	-3	1	2	-10	-2	14	-17	-0.4	-1	17
COc1cc(CC(=O)OCC(=O)Nc2ccc3c(c2)OCO3)cc(OC)c1OC	-2	25	-2	-7	-6	1	17	-0.4	-3	-17

Ordered by value in Arrestin-AP2 inh (low to high): 3 from the list above
| SMILES | Keap1 Nrf2 FP | Arrestin-AP2 inh | DAGLB inhibitor | PvdQ inh | PKA-R2B activ | SR-BI DiI-HDL act | C-LANA FP | NSD2 HMT inh | SR-BI DiI inh |
| --- | --- | --- | --- | --- | --- | --- | --- | --- | --- |
| CC(=O)Nc1ccc(S(=O)(=O)NCC(=O)OCC(=O)Nc2sccc2C(N)=O)cc1 | -5 | 3 | -4 | -11 | 1 | 18 | 0.3 | 4 | -18 |
| S=C(NC1CCCC1)N1CCN(c2cccc(Cl)c2)CC1 | -5 | 20 | -11 | 11 | 7 | -27 | -0.4 | -2 | 27 |
| O=S(=O)(c1ccccc1)N1CC=C(c2ccccc2)CC1 | -1 | 28 | -7 | 0 | 4 | 11 | -0.1 | 1 | -11 |

Remaining list, next part.
SMILES	Keap1 Nrf2 FP	Arrestin-AP2 inh	DAGLB inhibitor	PvdQ inh	PKA-R2B activ	Cardiac RTF inh	SR-BI DiI-HDL act	C-LANA FP	NSD2 HMT inh	SR-BI DiI inh
COc1cc2[nH]c(=S)n(CC3CCCO3)c(=O)c2cc1OC (configuration not stated)	6	-1	1	-1	2	-1	-17	0.0	3	17
CC1(O)CC(=O)N(c2ccccc2)O1 (configuration not stated)	-1	-1	1	-17	8	2	7	-1.3	-1	-7
Fc1ccc(Br)cc1C1C=C(c2ccc(Br)cc2)Nc2ncnn21 (configuration not stated)	-8	5	-8	-12	1	-20	12	5.0	0	-12
COc1ccccc1NS(=O)(=O)c1ccc(Cl)cc1	-5	5	1	1	-3	-9	12	-0.9	-1	-12
CC(C)(C)c1ccc(-c2n[nH]c(=S)n2-c2ccccc2)cc1	-6	2	-2	-10	-4	-6	·	-1.3	3	·
CCCCOc1cccc(C(=O)N(Cc2cccs2)C2CCS(=O)(=O)C2)c1 (configuration not stated)	-1	11	1	-14	-2	-2	-4	-0.9	0	4
CCCCCN(C(=O)CCC(=O)OCC(=O)N1CCCCC1)c1c(N)n(CCCC)c(=O)[nH]c1=O	-3	-14	-2	-12	-8	-5	13	0.9	4	-13
COc1ccc(Nc2ncnc3nc[nH]c23)cc1OC	-4	18	-4	-10	14	-3	4	-1.0	·	-4
CCOC(=O)c1c(NC(=O)CSc2nncs2)sc(C)c1C	-1	11	2	-1	0	2	·	-0.6	-4	·
CCOC(=O)c1cc(-c2ccccc2)sc1NC(=O)CC	-8	1	-17	-17	-9	9	-61	-1.3	-5	61
Cc1cc2c(OCC(O)CNC3CCCCC3)cccc2[nH]1 (configuration not stated)	-6	8	0	-11	-2	-8	1	-1.6	54*	-1
C=CCn1c(O)c(/C=C2\C=NN=C2c2ccccc2)sc1=S	1	-13	-5	-22	3	1	-32	0.7	0	32
CCOC(=O)NC(=O)COC(=O)c1ccc(O)cc1	-1	-5	-3	-9	-10	-3	-8	-1.1	5	8
O=C(Oc1cccc(NC(=O)c2ccco2)c1)c1cccc(S(=O)(=O)N2CCCC2)c1	-3	24	-1	8	12	5	-26	-2.7	16	26
Cc1ccc(-c2nn(C)c(=O)c3ccccc23)cc1CN1CCOCC1	-4	-5	-1	-10	-6	-8	-28	0.9	-8	28
COc1ccc(CCNC(=O)CCC(=O)N2CCN(S(=O)(=O)c3ccc(Cl)cc3)CC2)cc1OC	-5	-3	-4	-6	-3	-8	19	0.6	1	-19
O=C(Nc1ccccn1)C1CCN(S(=O)(=O)c2ccc3ccccc3c2)CC1	-5	-7	3	-12	-4	-12	14	-1.1	3	-14
COC(=O)c1sccc1NC(=O)Cn1nnc(-c2ccc(C)cc2)n1	-1	28	-5	-1	3	-7	8	-1.7	3	-8
CC(C)OC(=O)CSc1nnc2c3ccccc3n(C)c2n1	-4	4	0	-4	1	-35	-8	-0.7	2	8
O=C(CSc1nnc(-c2ccc(Br)cc2)o1)Nc1cccc(C(=O)O)c1	-1	3	0	-3	5	-8	12	0.0	-1	-12
CC(C)CC(C)NNC(=O)c1cc2ccccc2[nH]1 (configuration not stated)	-2	19	0	3	-3	0	-4	1.0	1	4
COC(=O)c1c(C)n(-c2ccc(OC)cc2)c2ccc(O)cc12	-4	18	-3	5	-9	-1	-54	0.1	2	54
C/C(CC(=O)Nc1ccccn1)=N\NC(=O)C(=O)Nc1cccc(C)c1	0	-2	-2	-16	-6	1	9	-1.3	2	-9
CCCCCNCC(=O)Nc1cc(C(F)(F)F)ccc1OCCOC	-1	13	-1	-7	0	1	9	0.2	0	-9
CCCn1c(=O)c2c(nc3n2CCCN3Cc2ccccc2)n(C)c1=O	2	1	-5	2	-10	-4	12	-0.8	6	-12
Next part:
SMILES	Keap1 Nrf2 FP	Arrestin-AP2 inh	DAGLB inhibitor	PvdQ inh	PKA-R2B activ	Cardiac RTF inh	SR-BI DiI-HDL act	C-LANA FP	NSD2 HMT inh	SR-BI DiI inh
N#Cc1ccc(N2CCN(C(=O)c3cccc(F)c3)CC2)c(F)c1	-2	3	-1	-8	3	-5	-11	1.2	·	11
Cc1ccc(N2CC(C(=O)Nc3c4c(nn3C(C)(C)C)CS(=O)(=O)C4)CC2=O)cc1C (configuration not stated)	2	12	1	-4	-3	-5	7	-1.2	-1	-7
Cc1ccc(COc2ccc(/C=N/O)cc2)cc1	-6	3	-6	-10	-6	3	36	0.6	-1	-36
FC(F)(F)c1ccc(Cl)c(NC2=NCCCCC2)c1	2	2	2	-8	-5	-9	·	0.0	-4	·
Cc1cc(-c2n[nH]c(=S)n2Cc2ccco2)nn1C	2	7	1	-3	2	-3	16	0.9	-2	-16
Fc1ccc2c(Cl)c(-c3nnc(-c4cccs4)o3)sc2c1	-5	-5	1	-11	-3	1	-12	1.5	0	12

Compound profiles (already shown). Screens in order: Keap1 Nrf2 FP, Arrestin-AP2 inh, DAGLB inhibitor, PvdQ inh, PKA-R2B activ, Cardiac RTF inh, SR-BI DiI-HDL act, C-LANA FP, NSD2 HMT inh, SR-BI DiI inh
N#Cc1ccc(N2CCN(C(=O)c3cccc(F)c3)CC2)c(F)c1 in the list: -2, 3, -1, -8, 3, -5, -11, 1.2, ·, 11
FC(F)(F)c1ccc(Cl)c(NC2=NCCCCC2)c1 in the list: 2, 2, 2, -8, -5, -9, ·, 0.0, -4, ·
Cc1cc(-c2n[nH]c(=S)n2Cc2ccco2)nn1C in the list: 2, 7, 1, -3, 2, -3, 16, 0.9, -2, -16
Cc1ccc(N2CC(C(=O)Nc3c4c(nn3C(C)(C)C)CS(=O)(=O)C4)CC2=O)cc1C (configuration not stated) in the list: 2, 12, 1, -4, -3, -5, 7, -1.2, -1, -7
Fc1ccc2c(Cl)c(-c3nnc(-c4cccs4)o3)sc2c1 in the list: -5, -5, 1, -11, -3, 1, -12, 1.5, 0, 12

Screening results as filed in PubChem BioAssay.
